# Compound activity: PubChem, several laboratories
# CHT allo act = human CHT allosteric activation; Q9GZV3; CHT-expressing cells, membrane potential dye, choline EC20; stronger effect = higher value; LV-AA mutant CHT in HEK293 cells; B-score at 10 µM; 310,000 tested, 0.49% active; AID 488977;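 active means initial fluorescence not abnormally high and integrated response B-score, plate-corrected, over 3 SD above library mean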
# Target sequence (Q9GZV3 whole entry, looked up): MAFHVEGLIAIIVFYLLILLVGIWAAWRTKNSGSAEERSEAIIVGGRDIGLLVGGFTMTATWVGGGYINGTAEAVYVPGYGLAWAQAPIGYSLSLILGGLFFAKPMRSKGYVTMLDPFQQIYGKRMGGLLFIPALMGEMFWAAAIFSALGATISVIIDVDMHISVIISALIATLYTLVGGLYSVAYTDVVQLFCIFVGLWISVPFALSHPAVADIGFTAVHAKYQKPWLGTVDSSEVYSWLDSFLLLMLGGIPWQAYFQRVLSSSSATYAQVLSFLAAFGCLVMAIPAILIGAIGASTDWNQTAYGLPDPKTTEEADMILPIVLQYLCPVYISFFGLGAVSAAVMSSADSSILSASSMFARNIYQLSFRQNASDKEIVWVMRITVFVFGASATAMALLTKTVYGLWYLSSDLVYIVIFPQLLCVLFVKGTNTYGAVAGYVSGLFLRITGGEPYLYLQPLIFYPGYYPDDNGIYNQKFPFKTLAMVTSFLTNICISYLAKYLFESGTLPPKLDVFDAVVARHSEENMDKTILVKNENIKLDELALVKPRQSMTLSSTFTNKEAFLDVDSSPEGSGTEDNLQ
# OX1R antagonist = antagonists of human orexin 1 receptor; CHO/OX1R cells, Fluo-8 calcium fluorescence, orexin A; AID 434989; 330,000 tested, 0.43% active; inhibition, % at 5 µM; O43613;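 active means inhibition above its plate's threshold, mean inhibition of all tested compounds on the plate plus 3 SD, cut at about 37% in these data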;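 further: 0% = orexin A challenge wells and 100% = SB-334867-A antagonist wells; not every result past the cut was called active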
# Target sequence (O43613 whole entry, looked up): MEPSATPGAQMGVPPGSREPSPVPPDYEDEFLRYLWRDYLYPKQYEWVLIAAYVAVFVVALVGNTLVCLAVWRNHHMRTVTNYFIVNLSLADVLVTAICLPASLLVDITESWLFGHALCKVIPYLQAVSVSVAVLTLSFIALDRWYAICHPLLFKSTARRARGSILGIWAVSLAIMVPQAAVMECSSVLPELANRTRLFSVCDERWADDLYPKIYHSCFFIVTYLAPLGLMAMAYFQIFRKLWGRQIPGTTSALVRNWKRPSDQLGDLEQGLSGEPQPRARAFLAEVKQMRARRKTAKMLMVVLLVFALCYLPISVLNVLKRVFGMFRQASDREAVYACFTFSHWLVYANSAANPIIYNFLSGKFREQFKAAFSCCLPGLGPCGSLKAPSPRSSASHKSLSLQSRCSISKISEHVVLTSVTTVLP
# * marks the source's active call; other numbers are inactive results; i = inactive; · = no result given. Compounds as they come. About 0.83% of those tested had a hit in this group.
# Every second line gives: OX1R antagonist, CHT allo act
COc1ccc(N(CC(=O)Nc2cccc(N(C)S(C)(=O)=O)c2)S(=O)(=O)c2ccccc2)cc1Cl
→ 59*, i
CC1CC(Nc2ccccc2)c2ccccc2N1C(=O)c1cccnc1 (configuration not stated)
→ -14, i
COc1ccc(CNC(=O)COC(=O)CCCOc2ccc(Cl)cc2Cl)cc1
→ -10, i
C=CCC[C@H](Cc1ccc(F)cc1)C(=O)OC[C@@H](Cc1c[nH]c2ccccc12)NC(=O)[C@H](CC=C)CC(=O)N[C@H](CO)Cc1ccccc1
→ 4, ·
CC(OC(=O)Cn1cnc2ccccc2c1=O)C(=O)NCc1ccccc1 (configuration not stated)
→ 8, i
Cc1cccc(NC(=O)CCC(=O)N/N=C/c2ccco2)c1C
→ -6, i
COC(=O)c1[nH]c2cc(OC)c(OC)cc2c1/C=N/Nc1ccccc1
→ -7, i
Cc1cccc(C)c1NC(=O)C(C)N1CCCC1 (configuration not stated)
→ -13, i
COc1ccc(-c2cc3nc(C)c(CCC(=O)NC(C)CCc4ccco4)c(C)n3n2)c(OC)c1 (configuration not stated)
→ -23, i
C=CCOc1ccc(/C=N/NC(=O)c2c(C)nc3ccc(Cl)cn23)cc1
→ -27, i
COc1ccc(CCNC(=O)CSc2ccccn2)cc1
→ -15, i
CCCCN(C(=O)c1cccc(S(=O)(=O)N2CCN(C)CC2)c1)c1c(N)n(CCC)c(=O)[nH]c1=O
→ -11, i
CCOC(=O)C1=C(CS(=O)(=O)c2ccc(C)cc2)NC(=O)NC1c1cc(OC)c(O)c(OC)c1 (configuration not stated)
→ -12, i
COc1ccc(OC(=O)COc2ccc(Cl)cc2)cc1
→ 4, i
O=C(Nc1ccc(Cl)cn1)C1CC1
→ -13, i
CCN1C(=O)C(CC(=O)Nc2ccc(OC)cc2)N(Cc2ccc(OC)c(OC)c2)C1=S (configuration not stated)
→ -24, i
CCCN(C(=O)CCOc1ccc(C(C)(C)C)cc1)c1c(N)n(Cc2ccccc2)c(=O)[nH]c1=O
→ -14, i
Cc1cc(C)c(C#N)c(SCc2[nH]nc3c2C(c2ccccc2)C(C#N)=C(N)O3)n1 (configuration not stated)
→ -17, i
COc1ccc2ccccc2c1C1CC(=O)N2CN(C3CCCCC3)CSC2=C1C#N (configuration not stated)
→ 2, i
CNC(=O)COC(=O)c1ccc(NC(=O)CC#N)cc1
→ 0, i
O=C(CSc1nnc(NC(=O)C2CC2)s1)NCc1cccs1
→ -2, i
CCC(Oc1ccccc1)C(=O)OCC(=O)Nc1sccc1C(N)=O (configuration not stated)
→ 44*, ·
Cc1ccc(S(=O)(=O)N2CCOCC2)cc1C(=O)OCC(=O)NC1CCCC1
→ -21, ·
CC1CCCCN1CCNC(=O)CN1C(=O)CSc2ccc(S(=O)(=O)N3CCCCC3)cc21 (configuration not stated)
→ -6, i
CCOC(=O)C1CCCN(S(=O)(=O)c2ccc3c(c2)N(C)C(=O)CC(=O)N3C)C1 (configuration not stated)
→ -20, i
O=C(CN1C(=O)C2CC=C(Cl)CC2C1=O)NCc1ccccc1 (configuration not stated)
→ -3, i
CCn1c(SCC(=O)c2c(N)n(C3CC3)c(=O)[nH]c2=O)nc2cc(S(N)(=O)=O)ccc21
→ -10, ·
Cc1cc(NC(=O)CCC(=O)N(CCC(C)C)C(C(=O)NC2CCCC2)c2cccnc2)no1 (configuration not stated)
→ -29, i
CCOC(=O)Cn1nc(CC)c2ccccc2c1=O
→ -15, i
COc1ccccc1NC(=O)CN1CCN(Cc2ccccc2)CC1
→ -22, i
COC(=O)CN(C(=S)Nc1ccc(Cl)cc1)C1CC(=O)N(c2ccc(OC)cc2)C1=O (configuration not stated)
→ -9, i
Cc1ccc(NC(=O)c2cc(C)nc3ccccc23)c(Br)c1
→ -52, i
COc1ccc(NC(=O)COC(=O)C2CCN(S(=O)(=O)c3cccs3)CC2)cc1OC
→ -11, ·
CC(C)Oc1ccc(Cn2c(-c3ccco3)n[nH]c2=S)cc1
→ -26, i
COc1ccc(CC(=O)N(C)CC(=O)Nc2ccc(F)cc2)cc1S(=O)(=O)N1CCOCC1
→ -4, ·
Cc1cc(C)n(-c2ccc(Cl)c(C(=O)Nc3cc(C(F)(F)F)ccc3Cl)n2)n1
→ -5, i
O=C(NCCCc1ccccc1)c1ccc(-n2cncn2)c([N+](=O)[O-])c1
→ -18, i
COc1ccc(CNC(=O)CNC(=O)N2CC(=O)Nc3ccccc32)cc1
→ 7, i
O=C1Nc2ccc(Br)cc2/C1=C/C(=O)c1ccc2c(c1)OCO2
→ 5, i
CC(C)CC(=O)NC(=S)Nc1ccc(S(=O)(=O)Nc2nccs2)cc1
→ -4, i
CC(=O)NN1C(=O)c2ccc3c4c(ccc(c24)C1=O)C(=O)N(NC(C)=O)C3=O
→ -15, i
O=C(O)CC1(CC(=O)Nc2ccccc2N2CCOCC2)CCCC1
→ -8, i
Cc1ccc(NS(=O)(=O)c2ccc(NC(=O)C(C)Sc3ccc(Cl)cc3)cc2)c(C)c1 (configuration not stated)
→ -4, i
CCCCON1C(=O)c2cccc3cccc(c23)C1=O
→ -8, i
CC(=O)Nc1ccc(NC(=O)CSc2ccc(C)cc2)cc1
→ -9, i
COc1ccc(-c2nnc(SCCC(=O)O)n2C)cc1OC
→ -9, i
Cc1ccc(C(=O)Nc2ccc(C)c(S(=O)(=O)N(C)C)c2)s1
→ -17, i
COC(=O)C1=C(C)OC(N)=C(C#N)C1c1cc(OC)c(OCC(N)=O)cc1Cl (configuration not stated)
→ -9, i
O=c1[nH]c2cnccc2n1-c1ccccc1
→ -11, i
Cc1nc2ccccc2n1C(=O)N1CCOCC1
→ -13, i
NS(=O)(=O)c1ccc(CNS(=O)(=O)c2ccc(Cl)nc2)cc1
→ -8, i
CC(=O)C[C@@H](O)CC(=O)[C@@H]1OC(=O)[C@@H](C)C/C=C\Cc2ccccc21
→ -13, ·
CC(=O)c1cccc(CN2CCCC(N3CCN(c4ccccc4F)CC3)C2)c1 (configuration not stated)
→ -30, i
O=C(CSc1nc2[nH]ncc2c(=O)[nH]1)NCCc1ccccc1
→ 12, i
CCC(CC)NC(=O)CCCSc1nc2ccccc2[nH]1
→ -11, i
COCCCN(C(=O)c1ccco1)c1nc(-c2ccc(OC)cc2)cs1
→ -38, i
CCOc1ccc(-n2ccnc(SCC(=O)Nc3cccc(OC)c3)c2=O)cc1
→ -15, i
CSC1=NC2(CCCCC2)C2=C(CCCC2)N1
→ -2, i
CC(C)CC(=O)Nc1ccc(-c2nc3ccccc3c(=O)[nH]2)cc1
→ -17, i
CCC1=C(OC(=O)N(CC)CC)N2C(=O)OC(=NCCc3c[nH]c4ccccc34)[C@]2(C)[C@H]2C1=CC[C@H]1C(=O)NC(=O)[C@H]12
→ -31, i

# (cont.)
# Every second line gives: OX1R antagonist, CHT allo act
Cc1nc(NCc2ccco2)[nH]c(=O)c1CCC(C)C
→ -26, i
CN1CCN(CC(=O)Nc2nc3c(s2)CCCC3)CC1
→ -7, i
C/C(Cc1ccccc1)=N/NC(=O)CNC(=O)C(c1ccccc1)c1ccccc1
→ -17, i
O=C1CN(C(=O)COC(=O)c2cccnc2Cl)c2ccccc2N1
→ 8, i
CC1(C)OC(=O)N(CCc2ccccc2)C1(C)O (configuration not stated)
→ -6, i
O=C(Nc1ccc(CN2CCOCC2)cc1)c1ccc(Br)o1
→ -13, i
O=C(Cc1ccc(-n2cccc2)cc1)NCc1cccs1
→ -2, i
O=C(C1=C[C@@H](c2ccc(C(F)(F)F)cc2)C[C@@H](OCc2ccc(CO)cc2)O1)N1CCN(Cc2ccc3c(c2)OCO3)CC1
→ -12, i
COc1ccc(S(=O)(=O)N2CCOCC2)cc1NC(=O)COC(=O)c1ccc([N+](=O)[O-])s1
→ -3, ·
COc1cc(NC(=O)C/C(C)=N/NC(=O)C(=O)NCCO)c(OC)cc1Cl
→ -36, i
COc1ccc2c(c1)[nH]c1c(=O)n(CCN3CCCC3)cnc12
→ -6, i
Cc1cc(/C=C(\C#N)C(=O)N2CCCCC2)cc(C)c1O
→ -16, i
Cc1cc(=O)[nH]c(N2CCN(C(=O)c3ccco3)CC2)n1
→ -10, i
O=C(NCCc1cccc(Cl)c1)c1cc2ccccc2oc1=O
→ 15, i
COc1ccc(S(=O)(=O)N2CCOCC2)cc1NC(=O)Cc1ccc(Cl)c(Cl)c1
→ -32, i
CC(C)(C)OC(=O)NCCc1nnc(SCC(N)=O)o1
→ 14, i
Cc1nn(C)c(Oc2cccc(C(F)(F)F)c2)c1C#N
→ 2, i
CC1=C(C(=O)OC2CCCC(C)C2)C(c2ccccc2)NC(=O)N1 (configuration not stated)
→ -24, i
CN(CC(=O)Nc1ccccc1Cl)C(=O)COC(=O)c1nc(Cl)c(Cl)c(Cl)c1Cl
→ -17, i
COc1ccc(N(CC(=O)N/N=C/c2cccnc2)S(=O)(=O)c2ccc(C)cc2)cc1OC
→ ·, i
COc1ccc(-c2csc(Nc3ccc(C)cn3)n2)cc1
→ -29, i
CC(=O)NCCC(=O)NCC1(N(C)Cc2ccccc2)Cc2ccccc2C1
→ ·, i
CCOC(=O)CNC(=S)N(CCCN1CCCCC1)Cc1cccs1
→ -9, i
COc1cccc(CC2(CO)CCCN(Cc3ccccc3-c3ccco3)C2)c1 (configuration not stated)
→ -26, i
CC(=O)c1ccc(S(=O)(=O)N2Cc3ccccc3CC2C(=O)O)cc1 (configuration not stated)
→ -5, i
CCCCCN(C(=O)NC(=O)Nc1ccccc1C)S(=O)(=O)c1ccccc1
→ -10, i
CC1CCN(C(=S)c2cn(Cc3cccc(F)c3)c3ccccc23)CC1
→ -13, i
O=C(Cc1ccc([N+](=O)[O-])cc1)N1CCCc2ccccc21
→ -13, i
CCOC(=O)c1cnc(SCC(=O)Nc2cccc(OC)c2)nc1N
→ -15, i
CC(C)CC1NC(=O)N(CC(=O)N2CCN(S(=O)(=O)c3ccccc3)CC2)C1=O (configuration not stated)
→ -19, i
Cn1c(O)c(N=NC(=O)c2ccccc2O)c2ccccc21
→ -13, i
O=C1N(Cc2cccc(Cl)c2)C[C@@H]2C[C@@H](c3cccn3-c3cccnc3)N3CCC[C@@]123
→ -20, i
COc1ccccc1-n1c(O)c(C=NCc2ccccn2)c2ccccc2c1=O
→ -17, i
O=C(COC(=O)C1CC2C=CC1C2)Nc1c(Br)cc([N+](=O)[O-])cc1Br (configuration not stated)
→ -13, ·
Cc1ccccc1-c1nc(CN2CCC(C(=O)NCCC3=CCCCC3)CC2)c(C)o1
→ -19, i
NC(=S)Nn1c(CCC(=O)O)ccc1-c1ccccc1
→ -4, i
O=C(COC(=O)c1ccccc1)NCCC1=CCCCC1
→ -23, i
COc1ccc(C(=O)O)c(OC)n1
→ -8, i
OCC[C@@H]1C[C@@H](O)[C@H](O)[C@]2(OCCc3ccccc32)O1
→ -1, i
CCOc1cc(N2CCOCC2)c(OCC)cc1NC(=O)c1[nH]c(C)c(C(C)=O)c1C
→ -10, ·
Clc1ccc(N/N=C/c2cccnc2)cc1
→ -15, i
S=c1[nH]cnc2sc(-c3ccccc3)cc12
→ 2, i
COc1ccc(CN2CCN(C(=O)C3CCC(CNS(=O)(=O)c4ccccc4)CC3)CC2)c(OC)c1OC (configuration not stated)
→ -1, i
CCOC(=O)c1ccc2c(c1)N(CC(=O)N1CCCC1)C(=O)C(C)(C)O2
→ -9, i
CCOC(=O)C(=CNc1ccc(OC)cc1[N+](=O)[O-])C(=O)OCC
→ -3, i
CC1CCc2c(sc3ncnc(NS(=O)(=O)c4cccs4)c23)C1 (configuration not stated)
→ -28, i
O=S1(=O)CCOCCN1Cc1ccccc1
→ -10, i
CC(=O)c1ccc(N2CCN(C(=O)c3n[nH]c4ccccc34)CC2)cc1
→ -10, i
CCc1nnc(NC(=O)c2ccc(COc3ccccc3C)o2)s1
→ -4, i
CCOC(=O)N1CCC(NC(=O)C(Cc2ccccc2)NC(=O)C2CCCCC2)CC1 (configuration not stated)
→ -19, i
Cc1ccc2nc(-c3ccc(NC(=O)c4cccnc4)cc3)oc2c1
→ 6, i
CCOC(=O)CNC(=O)C12CC3CC(C1)CC(c1ccc(C)cc1)(C3)C2
→ -23, i
COc1ccc([C@@H]2CC=C(C(=O)O)[C@H](c3ccc(F)cc3)N2S(=O)(=O)c2ccc(C)cc2)cc1OC
→ -10, i
COc1cccc(NC(=O)CN(C)C(=O)C2CC3C=CC2C3)c1 (configuration not stated)
→ -6, ·
CC(C)(C)C(=O)CSc1ccc(S(=O)(=O)N2CCCC2)cn1
→ -14, ·
COc1ccc(NS(=O)(=O)c2ccc(NC(C)=O)cc2)cc1OC
→ 4, i
Cc1nnc(-c2ccccc2)o1
→ 0, i
CCOC(=O)C1CCN(C2=NC(=O)/C(=C/c3ccccc3OC)S2)CC1
→ -20, i
Cc1ccccc1CC(=O)N1CCN(C(=O)c2ccco2)CC1
→ -12, i
COCCNC(=S)NNC(=O)c1cc(C2CC2)nc2ccccc12
→ ·, i
COc1ccc(C(=O)NC(=C(Cl)Cl)S(=O)(=O)c2ccc(C)cc2)cc1
→ -25, i

# At a glance, some entries already given.
# Every second line gives: OX1R antagonist, CHT allo act
O=C1Nc2ccc(Br)cc2/C1=C/C(=O)c1ccc2c(c1)OCO2
→ 5, i
CC(C)CC(=O)NC(=S)Nc1ccc(S(=O)(=O)Nc2nccs2)cc1
→ -4, i
CC(=O)NN1C(=O)c2ccc3c4c(ccc(c24)C1=O)C(=O)N(NC(C)=O)C3=O
→ -15, i
O=C(O)CC1(CC(=O)Nc2ccccc2N2CCOCC2)CCCC1
→ -8, i
Cc1ccc(NS(=O)(=O)c2ccc(NC(=O)C(C)Sc3ccc(Cl)cc3)cc2)c(C)c1 (configuration not stated)
→ -4, i
CCCCON1C(=O)c2cccc3cccc(c23)C1=O
→ -8, i
